Dicer processing = human Dicer pre-microRNA cleavage inhibition. cat-ELCCA pre-miR-21 Dicer processing, chemiluminescence; stronger effect = higher value. z-score at 25 µM. 47,000 tested, 6% active; in the data active = z-score above about 3, passing the limit was not always enough;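 also: plate controls were vehicle for no effect and no enzyme for full effect; higher signal means more uncleaved substrate so more Dicer inhibition; strong numbers were not always called active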
* hit, by the source's call. An excerpt; rates above refer to the full screens.

SMILES	Dicer processing
CCOC(=O)CSC1=C(C#N)C(c2ccccc2Cl)C(C(=O)OCC)C(=O)N1 (stereo not given)	1.6
CSc1ccc(C2C(C(=O)OCC3CCCO3)=C(C)NC3=C2C(=O)CCC3)cc1 (stereo not given)	-5
C#CCSc1nnnn1-c1cccc(Cl)c1	-1
FC(F)(F)c1cc(Cl)cnc1N1CCN(C(c2ccccc2)c2ccccc2)CC1	-0.43
C#Cc1cccc(NC(=O)CC(C)S(=O)(=O)c2ccc(Cl)cc2)c1 (stereo not given)	0.37
NCCOC(=O)Nc1nc2ccccc2[nH]1	7.5
O=C(Oc1cc2ccccc2cc1C(=O)O)c1cccc(Cl)c1	-1.2
O=[N+]([O-])c1ccc(S(=O)(=O)c2ccccc2)nc1S(=O)(=O)c1ccccc1	-2.4
O=C(Cn1cnc([N+](=O)[O-])n1)NCc1cccnc1	1.9
O=C(Cn1nc(-c2ccc(Cl)cc2)c2ccccc2c1=O)c1ccccc1	-0.85
Cc1cn(C(=O)c2snnc2C)nc1-c1cccs1	-0.7
O=C(c1cnn2c(C(F)F)cc(-c3ccccc3)nc12)N1CCN2CCCC2C1 (stereo not given)	-1.1
COc1ccc(-c2nnsc2N2C(=O)c3ccccc3C2=O)cc1	1.5
Cn1c(COc2ccccc2)n[nH]c1=S	0.41
Cn1c(/C=C/c2ccc([N+](=O)[O-])o2)nc2ccccc2c1=O	-0.32
CSc1nnc(-c2ccccc2)c(=O)[nH]1	0.12
C#CCN1C(=O)C(O)(CC(=O)c2ccco2)c2cc(Br)ccc21 (stereo not given)	2.1
COc1ccc2nc(SCCN3CCOCC3)[nH]c2c1	1
CC(C)c1ccc(C2Nc3ccc4ncccc4c3C3=C2C(=O)CCC3)cc1 (stereo not given)	0.74
COc1ncccc1C(=O)NC(CCSC)C(=O)O (stereo not given)	-1.4
O=C(O)/C=C/C(=O)Nc1ccc(N2CCOCC2)nc1N1CCOCC1	-0.95
CNC(=O)Nc1ccc(C(C)(C)C)cc1Cl	5.1*
CC1=C(C(=O)OCCOc2ccccc2)C(c2ccc(C)o2)C2=C(CC(c3cccs3)CC2=O)N1 (stereo not given)	2.5
C1=Cn2nc(/C=C/c3c[nH]c4ccccc34)nc2-c2ccccc2O1	4.2*
C=CCn1c(SCC(=O)Nc2ccc3c(c2)OCCO3)nc2sc3c(c2c1=O)CCC3	-1.3
CC(C)c1ccc(NC(=S)N=C(N)N)cc1	2.1
Cc1c(CC(=O)NNS(=O)(=O)c2ccccc2C(F)(F)F)sc2ccc(Cl)cc12	0.58
Cn1cc(Cl)c(/C=C(\C#N)C(N)=O)n1	-1.1
CCCCCCCOc1ccc(OC(=O)c2ccncc2)cc1	-0.15
Cc1cc2nc(SCC(=O)C(C)(C)C)[nH]c2cc1C	1.9
Cc1c(C)c(C)c(S(=O)(=O)Nc2cc(-c3ccccc3)nn2CCC#N)c(C)c1C	1
CCOC(=O)C1=C(C)NC2=C(C(=O)c3ccccc32)C1c1cc(Br)c(OC)c(OCC)c1 (stereo not given)	-0.22
Cc1cccc(C2Nc3ccccc3NC3=C2C(=O)CC(c2ccccc2)C3)c1 (stereo not given)	1.3
Nc1cccc(C(=O)CC2(O)C(=O)N(Cc3ccc(Cl)cc3)c3ccccc32)c1 (stereo not given)	-0.83
CCOC(=O)NNC(=S)Nc1ccc(Cl)c(Cl)c1	-5.5
N#CC(C#N)C(CC(=O)c1ccccc1)c1ccccc1 (stereo not given)	4.2*
Cc1cc(C)n2nc(SC/C(N)=N/O)nc2n1	1.3
Cc1ccc(/C=c2\sc3nc(-c4ccccc4)c(-c4ccccc4)n3c2=O)o1	0
O=C1CCCC2=C1C(c1ccc(Cl)cc1)c1c([nH]c(=O)[nH]c1=O)N2 (stereo not given)	-1.8
COC(=O)C1=C(C)Nc2[nH]c(=O)[nH]c(=O)c2C1c1ccc(Br)cc1 (stereo not given)	1.2
CCOCCOC(=O)C1=C(C)NC2=C(C(=O)CC(C)(C)C2)C1c1ccc(CC)cc1 (stereo not given)	-0.52
CC1CC(=O)Nc2ccccc2N1S(=O)(=O)c1cccc(F)c1 (stereo not given)	-0.38
COc1cc(C(F)(F)F)nc2c(C(=O)NNC(=O)c3ccc(Cl)cc3)scc12	2.1
COc1ccc(C2C3=C(CC(C)(C)CC3=O)Nc3c2ccc2ccccc32)cc1OC (stereo not given)	-0.42
O=C(CCSc1nc(-c2ccco2)cc(C(F)(F)F)n1)N1CCCC1	-0.57
CC(C)c1nnc(NC(=O)CSc2nc3ccccc3[nH]2)s1	0.33
CCCS(=O)(=O)c1c(S(=O)(=O)CCC)c2c(C)cccn2c1C(=O)OC	0.26
CCOC(=O)c1c(NC(=O)CN2CCc3ccccc32)sc2c1CCN(C(=O)OCC)C2	-0.43
Cc1ccc(C(=O)COc2ncnc3cc(Cl)ccc23)cc1	1.3
O=C(Nc1ccc2ccccc2n1)c1ccc2c(c1)OCC2	-0.55

A draw from above in order of SMILES length, ascending.
SMILES	Dicer processing
Cc1ccc(C(=O)COc2ncnc3cc(Cl)ccc23)cc1	1.3
CC(C)c1nnc(NC(=O)CSc2nc3ccccc3[nH]2)s1	0.33
CC1CC(=O)Nc2ccccc2N1S(=O)(=O)c1cccc(F)c1 (stereo not given)	-0.38
O=C(CCSc1nc(-c2ccco2)cc(C(F)(F)F)n1)N1CCCC1	-0.57
CCCS(=O)(=O)c1c(S(=O)(=O)CCC)c2c(C)cccn2c1C(=O)OC	0.26
CCOCCOC(=O)C1=C(C)NC2=C(C(=O)CC(C)(C)C2)C1c1ccc(CC)cc1 (stereo not given)	-0.52

Following part
SMILES	Dicer processing
O=C(NCCN1CCOCC1)c1cc2nc3c(c(C(F)(F)F)n2n1)CCc1ccccc1-3	4.3*
CCOc1ccc(Br)cc1S(=O)(=O)n1ccnc1CC	-0.19
COc1ccccc1NC(=O)N1CCc2c([nH]c3ccccc23)C1C(F)(F)F (stereo not given)	-0.95
CC1(C)Cc2c(C#N)c(NCCN3CCOCC3)nc(-c3ccco3)c2CO1	0.46
COC(=O)C1=C(C)NC(C)=C(C(=O)OCCN(C)Cc2ccccc2)C1c1cccc([N+](=O)[O-])c1 (stereo not given)	1.1
CSC1=NC=C(C#N)C2=NC(c3ccc(N(C)C)cc3)NN12 (stereo not given)	0.17
COC(=O)C/C(=N\Nc1c(Cl)cc(Cl)cc1Cl)C(=O)OC	-0.59
CCOC(=O)C(NC(=O)c1ccccc1)(OCc1ccc(F)cc1)C(F)(F)F (stereo not given)	-0.16
O=C(O)CCSc1nc2ccccc2n1Cc1ccccc1	1.4
COC(=O)c1c(C)n(S(C)(=O)=O)c2cc(C)c(NS(C)(=O)=O)cc12	-0.72
CCOC(=O)c1nnn2c1nc(N/N=C/c1ccc3c(c1)OCO3)c1ccccc12	0.7
Cc1n[nH]c(C)c1N1C(=O)c2cccc3c(Br)ccc(c23)C1=O	0.33
Cc1ccc(Cn2nnc(-c3cc(Cl)cc(Cl)c3)n2)cc1	2
O=C(c1cc(=O)n2c(nc3ccccc32)s1)N1CCN(c2ccccc2)CC1	1.2
O=C(Nc1cc(Cl)c(-n2cccc2)cc1Cl)c1ccc(Cl)cc1	0.41
CN(C)c1ccc(-c2nc3n(n2)C(c2cccnc2)C2=C(CCCC2=O)N3)cc1 (stereo not given)	1.2
CCCCn1c(=O)[nH]c2ccccc21	-2.1
Cn1c(=O)c2c(ncn2CC(=O)Nc2nc3ccccc3s2)n(C)c1=O	0.96
COC(=O)C1=C(C)NC2=C(C(=O)CC(c3ccccc3)C2)C1c1ccc(Br)cc1 (stereo not given)	1.3
Cc1ccc(C(=O)CSc2n[nH]c(C(F)(F)F)n2)cc1	0.21
O=C(O)CCSc1ccc2ccccc2c1	-0.85
O=C(Nc1ccc2oc(-c3cccc(F)c3)nc2c1)c1ccc([N+](=O)[O-])o1	0.94
C#CCN1C(=O)C(=O)c2cc(Br)ccc21	4.3*
Cc1nc2ccccn2c1C(=O)NNS(=O)(=O)c1ccc(CNC(=O)c2ccccc2)s1	-2.1
CCCOc1ccccc1C1C(C(=O)OCC)=C(C)NC2=C1C(=O)CC(c1ccccc1)C2 (stereo not given)	0.08
Oc1ccccc1/C=N/c1nc(-c2ccccc2Cl)cs1	0.87
CCOc1ccc2nc(NC3=NCN(Cc4ccccc4)CN3)nc(C)c2c1	0.73
O=C(Nc1cc(C(F)(F)F)cc(C(F)(F)F)c1)NS(=O)(=O)c1ccc(Cl)cc1	-0.62
COC(=O)c1c(C)nc(C)c(C(=O)OC)c1-c1csc(S(=O)(=O)N2CCSCC2)c1	-0.3
CCOC(=O)c1c(C)n(-c2ccccc2)c2ccc(OC(=O)c3ccc(C)cc3)cc12	-0.83

A different layout for some results above:
SMILES | Dicer processing
Cc1nc2ccccn2c1C(=O)NNS(=O)(=O)c1ccc(CNC(=O)c2ccccc2)s1 | -2.1
CCOc1ccc2nc(NC3=NCN(Cc4ccccc4)CN3)nc(C)c2c1 | 0.73
CCOC(=O)c1c(C)n(-c2ccccc2)c2ccc(OC(=O)c3ccc(C)cc3)cc12 | -0.83
O=C(O)CCSc1ccc2ccccc2c1 | -0.85

Retrieved one by one from the entries so far (3):
SMILES	Dicer processing
O=C(O)CCSc1ccc2ccccc2c1	-0.85
O=C(Nc1ccc2oc(-c3cccc(F)c3)nc2c1)c1ccc([N+](=O)[O-])o1	0.94
CCOc1ccc2nc(NC3=NCN(Cc4ccccc4)CN3)nc(C)c2c1	0.73

The list continues:
SMILES	Dicer processing
COc1ccc(N2C(=O)CSC2=O)cc1	1.8
CN(C)c1c(F)cc(/C(N)=N/O)cc1F	0.46
CCCCCCNCc1ccc(C)s1	0.2
O=c1[nH]c2ccccc2c2ccccc12	-0.32
CC(C)NC(=S)N1CCCN(c2ncccc2[N+](=O)[O-])CC1	0.29
CC(C)(C)OC(=O)Nc1ccc(C(C)(C)C)cc1	0.26
OC(CN1C=CC(C(F)(F)F)=NCC1)C(F)(F)F (stereo not given)	-0.59
c1nc(N2CCOCC2)c2sc3nc(N4CCOCC4)c4c(c3c2n1)CCCC4	0.09
CCOC(=O)C(C(=O)NCCCN1CCOCC1)C1CCCCC1 (stereo not given)	-0.21
COc1ccc(-c2nnc(NCc3ccccc3)c3ccccc23)cc1	2.7
COc1cc(C2N(C)c3ccccc3N2C)ccc1O	0.55
FC(F)(F)c1cccc(-c2n[nH]c(=S)n2-c2ccccc2)c1	1.8
O=C1CC2(CCCC2)C(=O)N1c1ccc(S(=O)(=O)N2CCN(Cc3c(F)cccc3Cl)CC2)cc1Cl	-0.17
CCOC(=O)N1CCc2c(sc3[nH]c(=O)n(-c4ccc(C)cc4)c(=O)c23)C1	-0.56
CCn1c2c(c3cc(OCC(C)C)ccc31)CCCC2=O	1.9
CCSCCOC(=O)C1=C(C)NC2=C(C(=O)CC(C)(C)C2)C1c1ccc(OC)cc1OC (stereo not given)	2.5
CCN(CC)CCOc1ccc(Nc2ncc3cc(-c4c(Cl)cccc4Cl)c(=O)n(C)c3n2)cc1	-0.65
CCCc1n(CC(O)COc2ccc(F)cc2)c2ccccc2[n+]1C (stereo not given)	3.7*
O=C(O)c1sc2ccccc2c1Nc1ccccc1	-0.03
Cc1ccc(S(=O)(=O)N2CCOCC2)cc1C	0.17
COC(=O)c1ccccc1NC(=O)c1ccccc1Cl	-0.95
CC(C)(C)c1ccccc1NC(=O)Nc1nc(-c2ccc(F)c(F)c2)cs1	3.7*
CC1(C)CC(=O)C2=C(C1)Nc1[nH]n(-c3ccccc3)c(=O)c1C2c1cccnc1 (stereo not given)	-0.81
CSC(SC)=C(C#N)C(=O)C1CC1	-1.5
COc1ccc(Oc2cccc(Oc3ccc(OC)cc3)c2C#N)cc1	-1.4
CCOc1cccc(=O)c2c(C)[nH]c(C)c12	1.8
O=C1OC(Nc2cccc(F)c2)c2ccccc21 (stereo not given)	-0.72
COC(=O)C1SC/C(=N\O)C1C(=O)OC (stereo not given)	-3.3
O=C1c2ccccc2NC(c2ccc(O)cc2)N1c1cccc2ccccc12 (stereo not given)	2.7
COC(=O)C1=C(C(=O)OC)SC(=C2C(=S)C(C)(C)N(C(C)=O)c3cc(C)ccc32)S1	0.05
CCN(CC)CCn1c(NCc2cccc(Br)c2)nc2ccccc21	3.9*
O=C(CCC(=O)c1ccc2c(c1)OCCO2)OCC(=O)c1ccc(F)cc1	-0.17
O=C1CSc2ccccc2N1Cc1n[nH]c(=S)n1Cc1ccccc1	-0.05
Cn1ccc(NS(=O)(=O)c2ccc(NS(=O)(=O)c3ccc(Cl)cc3)cc2)n1	17
COc1ccc(SCCC(=O)NNS(=O)(=O)c2cccs2)cc1	-0.29
Cn1nc(Oc2nc(N3CCCCC3)nc(N3CCCCC3)n2)ccc1=O	1.6
COc1cc2c(C(=O)O)c(C)n(-c3ccccc3)c2cc1Br	3.1*
Cc1nn(CC(=O)O)c(C)c1Cl	-0.6
CCOC(=O)CNC(=O)c1ccc([N+](=O)[O-])o1	2.6
O=C1c2oc3ccc(Cl)cc3c(=O)c2C(c2cccc(O)c2)N1Cc1ccc2c(c1)OCO2 (stereo not given)	1.3
N#CCC(=O)N(Cc1ccccc1F)C(=O)NC1CCCCC1	-2.1
COc1ccccc1-n1c(SC)nc(O)cc1=O	-0.24
O=C(O)CCCC(=O)Nc1ccn(-c2ccccc2)n1	0.09
COc1ccc(C2NN=C(c3ccccc3OCc3ccccc3)C2O)cc1 (stereo not given)	-0.96
CC(C)(C)CC(C)(C)c1ccc(OCOCCOCCO)c(Cc2cc(C(C)(C)CC(C)(C)C)cc(Cc3cc(C(C)(C)CC(C)(C)C)ccc3OCOCCOCCO)c2OCOCCOCCO)c1	19
O=C(NC(=O)N(Cc1ccccc1)C1CC2CCC1C2)c1c(Cl)cccc1Cl (stereo not given)	-0.75
COCCOC(=O)c1c(C)oc2ccc(OC(=O)C(C)(C)C)cc12	7.3

Some values from the list:
`O=C(O)CCCC(=O)Nc1ccn(-c2ccccc2)n1` in Dicer processing has 0.09
`COc1ccc(C2NN=C(c3ccccc3OCc3ccccc3)C2O)cc1` (stereo not given) in Dicer processing has -0.96
`O=C(NC(=O)N(Cc1ccccc1)C1CC2CCC1C2)c1c(Cl)cccc1Cl` (stereo not given) in Dicer processing has -0.75
`COc1ccccc1-n1c(SC)nc(O)cc1=O` in Dicer processing has -0.24
`COCCOC(=O)c1c(C)oc2ccc(OC(=O)C(C)(C)C)cc12` in Dicer processing has 7.3
